SRC1 TRFRET art: flags TR-FRET format artefacts in PPARgamma SRC-1 recruitment agonist screen | 0.34% of 99,000 active | TR-FRET ratio at 8 µM | TR-FRET detection artefact counter-screen, emission ratio; hits give high values; in the data active means TR-FRET ratio above about 2300; further: inactives centre near 1800; reference of the scale not given here
SRC3 TRFRET art: TR-FRET artefact, counter-screen to PPARgamma/SRC-3 agonist assay | AID 1048 | 0.39% of 99,000 active | TR-FRET ratio at 8 µM | PPARgamma/SRC-3 format; hits give high values; in the data active means TR-FRET ratio above about 2000; further: inactives centre near 1600; reference of the scale not given here
Numbers without * were called inactive; & = joins results of further samples.

SMILES | SRC1 TRFRET art | SRC3 TRFRET art
COc1ccc(-c2csc3nc(-c4ccccc4)oc(=O)c23)cc1OC | 1793 | 1664
Cc1ccc(NS(=O)(=O)c2ccc(CCC(=O)NCc3ccccn3)cc2)cc1 | 1662 | 1708
Cc1cccc(C)c1N1CCN(S(=O)(=O)N(C)C)CC1 | 1817 | 1631
CN(C)c1ccc(C(=O)c2ccccc2C(=O)O)c(O)c1 | 2051 | 1450
O=C(CN(c1ccccn1)S(=O)(=O)c1ccccc1)Nc1ccccc1 | 1664 | 1377
Cc1ccc(S(=O)(=O)N2c3ccccc3CC2C)cc1 (centres undefined) | 1992 | 1634
COc1ccc(Br)cc1C(=O)O | 1921 | 1508
Cc1nc(/N=C(\N)NC(=O)N2c3ccccc3Sc3ccccc32)nc2ccccc12 | 1961 | 1490
CCOC(=O)CNc1cccc(C(F)(F)F)c1 | 1935 | 1716
Cc1ccc(NC2c3ncccc3C(=O)N2Cc2cccs2)cc1C (centres undefined) | 1765 | 1540
O=C(Nc1cccc(CCc2ccccn2)c1)c1cc(F)c(F)cc1Cl | 1880 | 1652
CC(=O)NC1=NN(C(C)=O)C(C)(c2ccc(Br)cc2)S1 (centres undefined) | 1616 | 1566
Clc1ccc(SCCCCN2CCNCC2)cc1 | 1834 | 1690
Cc1cccc(N2CCN(c3ccc(N4C(=O)CCCC4=O)cc3[N+](=O)[O-])CC2C)c1 (centres undefined) | 1635 | 1674
CCN(CC)CCCNC(=O)Cn1cc2c(n1)CCC(C)C2 (centres undefined) | 1848 | 1739
O=C(Nc1ccc(-c2nc3ccccc3[nH]2)cc1)c1ccc(N2C(=O)CCC2=O)cc1 | 1652 | 1717
CC(C)=NNc1nc2c(c(=O)[nH]c(=O)n2C)n1CCc1ccccc1 | 1735 | 1530
Cc1cnc(NC(=O)c2cncc(Br)c2)s1 | 1684 | 1252
COc1cccc(-n2c(CN3CCN(Cc4ccccc4)CC3)nc3ccc([N+](=O)[O-])cc3c2=O)c1 | 1760 | 1422
CCOC(=O)C1NN=C(C(=O)c2ccccc2)C1c1ccccc1 (centres undefined) | 1773 | 1521
Cc1ccc2[nH]c(-c3cccc(F)c3)cc(=O)c2c1 | 1882 | 1638
COCCN(C(=O)CSc1nnc(C)n1Cc1ccccc1)c1c(N)n(Cc2ccccc2)c(=O)[nH]c1=O | 1464 | 1428
COCCSc1ccccc1C(=O)Nc1cc(C)cc(C)c1 | 1865 | 1648
O=C(Cn1nnc2ccccc2c1=O)N1CCOCC1 | 1556 | 1410
Cc1cc(OC(=O)c2c(F)cc(F)cc2F)nc(C)n1 | 2078 | 1756
CS(=O)(=O)N1CCN(S(=O)(=O)c2ccccc2[N+](=O)[O-])CC1 | 1636 | 1662
Cc1ccc(-c2c[n+](CC(=O)N3c4ccccc4Sc4ccccc43)c3n2CCC3)cc1 | 1886 | 1755
COc1ccc(C(C)=O)cc1CSc1nc2nc(C)cc(C)n2n1 | 1651 | 1500
Cn1c(=O)c2c(nc(N/N=C/c3ccc(OC(=O)c4ccco4)cc3)n2Cc2ccccc2Cl)n(C)c1=O | 1746 | 1597
COc1ccc(CCN(C)CC(O)c2ccccc2)cc1OC (centres undefined) | 1730 | 1609
COc1ccccc1NC(=S)NC(C)=O | 1671 | 1367
Cc1ccccc1NC(=O)c1c2c(nc3ccccc13)CCC2 | 1867 | 1487
CCOc1ccc(N2CC(C(=O)Nc3cc(C)on3)CC2=O)cc1 (centres undefined) | 2120 | 2029
CC(C)(C)NC(=O)Nc1ccc(F)c(Cl)c1 | 1690 | 1614
Fc1ccc(/C=N/NC2=Nc3cccc4cccc2c34)cc1 | 1991 | 1659
CN(C)C(CNC(=O)Cc1ccc([N+](=O)[O-])cc1)c1ccccc1 (centres undefined) | 2096 | 1650
Cc1ccsc1/C=N\NC(=O)CC(=O)NCc1ccccc1 | 1518 | 1462
CC(C)(C)c1ccc(C(=O)O)c(C(=O)c2ccccc2)c1 | 1866 | 1419
CC1CCN(C(=O)CSc2nc3[nH]ncc3c(=O)[nH]2)CC1 | 1548 | 1522
COc1cc(OC)cc(-c2n[nH]c(=S)n2-c2ccc3c(c2)OCCO3)c1 | 1995 | 1661

A section taken from the entries so far, as a working copy:
SMILES | SRC1 TRFRET art | SRC3 TRFRET art
Cc1ccc(-c2c[n+](CC(=O)N3c4ccccc4Sc4ccccc43)c3n2CCC3)cc1 | 1886 | 1755
COc1ccc(C(C)=O)cc1CSc1nc2nc(C)cc(C)n2n1 | 1651 | 1500
Cn1c(=O)c2c(nc(N/N=C/c3ccc(OC(=O)c4ccco4)cc3)n2Cc2ccccc2Cl)n(C)c1=O | 1746 | 1597
COc1ccc(CCN(C)CC(O)c2ccccc2)cc1OC (centres undefined) | 1730 | 1609
COc1ccccc1NC(=S)NC(C)=O | 1671 | 1367
Cc1ccccc1NC(=O)c1c2c(nc3ccccc13)CCC2 | 1867 | 1487
CCOc1ccc(N2CC(C(=O)Nc3cc(C)on3)CC2=O)cc1 (centres undefined) | 2120 | 2029
CC(C)(C)NC(=O)Nc1ccc(F)c(Cl)c1 | 1690 | 1614
Fc1ccc(/C=N/NC2=Nc3cccc4cccc2c34)cc1 | 1991 | 1659
CN(C)C(CNC(=O)Cc1ccc([N+](=O)[O-])cc1)c1ccccc1 (centres undefined) | 2096 | 1650
Cc1ccsc1/C=N\NC(=O)CC(=O)NCc1ccccc1 | 1518 | 1462
CC(C)(C)c1ccc(C(=O)O)c(C(=O)c2ccccc2)c1 | 1866 | 1419
CC1CCN(C(=O)CSc2nc3[nH]ncc3c(=O)[nH]2)CC1 | 1548 | 1522
COc1cc(OC)cc(-c2n[nH]c(=S)n2-c2ccc3c(c2)OCCO3)c1 | 1995 | 1661

The list continues.
SMILES | SRC1 TRFRET art | SRC3 TRFRET art
C[n+]1ccn(CC(=O)c2ccc(Cl)cc2)c1 | 1775 | 1529
CCN(CC)S(=O)(=O)c1cc(NC(=O)c2ccc(Br)s2)ccc1C | 2789* | 1805
CC(C)CC(=O)NC(=S)NCc1ccccc1 | 2010 | 1662
COc1cc(C(=O)Nc2ccc3c(c2)Cc2cc(NC(=O)c4cc(OC)c(OC)c(OC)c4)ccc2-3)cc(OC)c1OC | 1956 | 1559
COc1cccc(N(C(=O)C2CSC(=O)C2)C(C(=O)NC(C)(C)C)c2ccncc2)c1 (centres undefined) | 1794 | 1617
O=C(Nc1cccc(F)c1)c1cc(S(=O)(=O)NCCC2=CCCCC2)ccc1F | 1770 | 1596
O=C(COc1cc(Cl)ccc1Cl)Nc1ccc2c(c1)CCC2 | 1745 | 1539
CSCC(C)N1CCC(CO)(CCCc2ccccc2)CC1 (centres undefined) | 1391 | 1590
COc1ccc(NC(=O)CSc2n[nH]c(N)n2)cc1OC | 1761 | 1539
Cc1ccc(S(=O)(=O)N(C)C)cc1NC(=S)NCCc1ccccn1 | 1798 | 1704
CC(OC(=O)c1oc2ccccc2c1COc1ccccc1)C(N)=O (centres undefined) | 1892 | 1541
CC(/C=C/c1cccc([N+](=O)[O-])c1)=N/NC(=O)c1cccnc1 | 1583 | 1446
COc1ccc(NC(=O)c2cc(S(=O)(=O)N(Cc3ccccc3)c3ccccc3)ccc2Cl)cn1 | 1845 | 1748
CN1CCC(N(C)C(=O)Cc2ccccc2[N+](=O)[O-])CC1 | 1790 | 1512
CCOC(=O)C1(Cc2ccccc2)CCN(Cc2cccc3nccnc23)CC1 | 1901 | 1851
C=CC#CC1(O)CC(C)[N+](C)(C)CC1C (centres undefined) | 1788 | 1677
NC(=O)[C@@H]1CCCN1Cc1nc(Cc2ccccc2F)no1 | 1784 | 1518
COC(=O)Nc1sc2c(c1C(N)=O)CCC(C)C2 (centres undefined) | 1665 | 1481
COC(=O)c1ccc2c(=O)n(-c3ccccc3)c(SCN3C(=O)c4ccccc4C3=O)nc2c1 | 1787 | 1668
CO/N=C(/C)CCS(=O)(=O)c1ccccc1 | 2005 | 1569
Cc1ccccc1NC(=S)c1nc2ccccc2[nH]1 | 2043 | 1652
Cc1cc(C)n2nc(C(=O)N/N=C/c3ccc(Cl)cc3)nc2n1 | 1830 | 1654
COc1ccc(NC(=O)Nc2ccccc2C)c(OC)c1 | 1561 | 1453
O=C(c1ccc(-c2ccc([N+](=O)[O-])cc2Cl)o1)N1CCOCC1 | 1737 | 1645
Cc1cc(NC(=O)CSc2ncnc3c2cnn3-c2cccc(Cl)c2)no1 | 1621 | 1589
CN1CCN(CCCN2c3ccccc3Sc3ccc(Cl)cc32)CC1 | 1962&1867 | 1922&1836
CCN(c1ccccc1)S(=O)(=O)c1ccc(C(C(=O)OC)C(=O)OC)c([N+](=O)[O-])c1 | 1952 | 1580
O=[N+]([O-])c1nn(-c2ccc3c(c2)OCCO3)n(O)c1=NCCC1=CCCCC1 | 1965 | 1581
CCOc1ccccc1-n1nnnc1SC(C)C(=O)OC (centres undefined) | 1911 | 1670
CCN(CC)S(=O)(=O)c1cc(NC(=O)C(C)N2CCc3ccccc32)ccc1C (centres undefined) | 1854 | 1650
CCc1nnc(NC(=O)CSc2nc3[nH]ncc3c(=O)[nH]2)s1 | 2012 | 1552
C=CCC1S/C(=N/N=C/c2cccs2)NC1=O (centres undefined) | 1954 | 1625
O=C(CC(=O)N/N=C\c1ccc(F)cc1)NCCc1ccccc1 | 1742 | 1614
O=C(N/N=C/c1ccco1)c1cccc(S(=O)(=O)Nc2ccccc2Cl)c1 | 2071 | 1652
O=C(Cn1cc(Cl)ccc1=O)c1ccc(Cl)cc1 | 1834 | 1514
O=C(CSc1nnc(-c2ccccc2)c(-c2ccccc2)n1)Nc1ncc(Cl)cc1Cl | 1531 | 1364
CCOC(=O)c1c(C)[nH]c(C(=O)CSc2nnc(Nc3ccccc3F)s2)c1C | 1858 | 1730
COc1ccccc1NC(=S)N/N=C/c1cccc(C)c1 | 1655 | 1563
O=C(CCc1ccccc1)Nc1cccc([N+](=O)[O-])c1 | 2026 | 1711
O=C(O)CNS(=O)(=O)c1ccc2c(c1)CCCC2 | 1953 | 1618
COc1cc(C=O)ccc1OCCCOc1ccccc1[N+](=O)[O-] | 1689 | 1418
C/C(=N/NC(=O)Cc1cccs1)c1ccco1 | 1747 | 1516
C[C@]12CCC(=O)C[C@@H]1CC[C@@H]1[C@@H]2CC[C@]2(C)C=CC[C@@H]12 | 1588 | 1519
CC(=O)c1cccc(OCC(=O)N2CCN(c3ccc(C(F)(F)F)cn3)CC2)c1 | 1953 | 1636
O=C(CN1C(=O)S/C(=C\c2ccc(Cl)cc2)C1=O)NNC(=O)c1ccccc1O | 1705 | 1639
COC(=O)c1c(C)oc2ccc(N(C(=O)c3ccncc3)S(=O)(=O)c3ccc4ccccc4c3)cc12 | 1909 | 1583
O=C(CC(C(=O)O)c1ccc(Cl)cc1)c1ccccc1 (centres undefined) | 1901 | 1619
COCCOC(=O)C1=C(C)OC(N)=C(C#N)C1c1cc2cccc(C)c2nc1Cl (centres undefined) | 1575 | 1587
CCOc1ccc(Br)cc1S(=O)(=O)NCc1ccncc1 | 1582 | 1504
CC(C)Nc1oc(-c2cccc3ccccc23)nc1C#N | 1977 | 1573

Remaining list, next part
SMILES | SRC1 TRFRET art | SRC3 TRFRET art
O=C(CN(C(=O)CCC(=O)Nc1nccs1)c1ccc2c(c1)OCCO2)NCc1ccco1 | 1833 | 1550
O=C(NCc1ccc(-n2cccc2)cc1)c1cccc(F)c1 | 1612 | 1500
COc1cc(-c2nc3c[n+](CC(=O)c4ccccc4)ccc3n2C)cc(OC)c1OC | 1916 | 1693
O=C(CSc1cccc(C(F)(F)F)c1)NCc1ccccc1 | 1620 | 1669
O=C(/C(=C(\[O-])c1ccccc1)[n+]1ccc2ccccc2c1)c1ccccc1 | 1852 | 1771
Cc1c(Cl)c(C(=O)NNC(=S)Nc2ccc(F)cc2)nn1C | 1738 | 1674
CCOC(=O)C1(CCOc2ccccc2)CCN(Cc2cccn2-c2ncccn2)CC1 | 1694 | 1491
Cn1nc([N+](=O)[O-])nc1S(C)(=O)=O | 1927 | 1671
O=C(CCNc1ccc(Cc2ccncc2)cc1)c1cccc([N+](=O)[O-])c1 | 1955 | 1574
OC(COCc1cccs1)CN1CCN(c2cccc(Cl)c2)CC1 (centres undefined) | 1997 | 1639
COc1cc(-c2nc(-c3ccccc3)c(-c3ccc(F)cc3)[nH]2)cc2c1OCO2 | 1831 | 1709
COc1ccc(OC)c(C(=O)COC(=O)c2cccnc2Cl)c1 | 1874 | 1362
O=C1OCCC1Sc1nnc(-c2ccc(Cl)cc2)n1Cc1ccccc1 (centres undefined) | 1757 | 1647
COc1ccccc1CNN | 1834 | 1418
CCOC(CCn1c(SCC(=O)Nc2cc(C)on2)nc2ccccc2c1=O)OCC | 1775 | 1611
Cc1ccc(NC(=O)C2=CCN(S(=O)(=O)c3ccc(F)cc3)CC2)c(C)c1 | 1591 | 1538
CC[C@H](C)[C@H](NC(N)=O)C(=O)Nc1ccc(OC)c(Cl)c1 | 1754 | 1673
CCOC(=O)c1c(NC(=O)CSc2nnnn2C)sc(C(=O)N(C)C)c1C | 1804 | 1687
COc1ccc(NC(=O)C2CCC(C(C)(C)C)CC2)cc1S(=O)(=O)N1CCCCC1 (centres undefined) | 1842 | 1669
Cc1ccc(CONC(=O)c2ccc(OC(F)F)cc2)cc1 | 1620 | 1648
Cc1cc(C)n2ncc(C(=O)NC3CCCCC3)c2n1 | 1944 | 1823
CCOC(=O)C1(CCCc2ccccc2)CCN(C(=O)CCc2cnn(C)c2)CC1 | 1621 | 1626
O=C(Nc1ccc(Cl)cc1)C(c1ccccc1)N1CCOCC1 (centres undefined) | 1822 | 1663
Cc1cc(=O)oc2c1c(C)nn2-c1ccc(Cl)cc1 | 1942 | 1702
COC(=O)C1=C(C)Nc2sc(C(N)=O)c(N)c2C1c1ccncc1 (centres undefined) | 1730 | 1618
CCCCN(C)CCn1c(=S)[nH]c2cc(OCC)c(OCC)cc2c1=O | 1829 | 1565
CCOc1c(C=C(C#N)C#N)c2ccccc2n1CC | 1686 | 1503
NCCCC[C@@H]1NC(=O)[C@H](CCC(=O)O)NC(=O)c2cc([N+](=O)[O-])cc(I)c2NCC[C@@H](C(N)=O)NC1=O | 1532 | 1494

An excerpt. The share of hits here may be higher or lower than overall.
